Assay outcomes (PubChem)
PLCb3 inh: human PLC-beta3 inhibitors, primary screen, biochemical, fluorescence; Purified PLC-beta3, fluorogenic substrate; 370,000 tested, 0.18% active; 1-phosphatidylinositol 4,5-bisphosphate phosphodiesterase beta-3 (Homo sapiens), Q01970; AID 720704, 2013; inhibition, % at 12.2 µM; in the data active = inhibition above about 11%;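 note: 0% = median of compound wells on plate and 100% = full blocker control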
ADAM10 inh: human ADAM10 inhibitors, primary screen, biochemical, QFRET, HTS. Disintegrin and metalloproteinase domain-containing protein 10 (Homo sapiens), O14672. recombinant ADAM10, EDANS/DABCYL FRET peptide cleavage, 3 h. inhibition, % at 7 µM. 370,000 tested, 0.62% active. AID 720582, 2013;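 active = inhibition above a per-campaign cutoff equal to the mean of compounds falling between control-based bounds plus 3 SD, cut at about 20% in these data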;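 note: 0% = DMSO wells while the 100% control is not disclosed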
DAX1 inh-1: DAX1 (NR0B1) inhibitors on StAR promoter, primary screen, cell-based, luminescence, SF-1 (NR5A1), full-length DAX-1; HEK293T StAR-luciferase reporter, SF-1/DAX-1 repression relief; inhibition, % at 6.8 µM; 370,000 tested, 1.1% active; AID 652010, 2013;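 active = inhibition above the mean over all tested compounds plus 3 SD, cut at about 3.6% in these data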;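 note: 0% = DAX-1 cells with DMSO and 100% = cells lacking DAX-1 with DMSO; higher inhibition means more luminescence from relief of DAX-1 repression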
PLC-gamma1 inh: PLC-gamma1 enzyme inhibitors, primary screen, biochemical, fluorescence, purified enzyme; fluorogenic substrate; inhibition, % at 12.2 µM; 370,000 tested, 0.84% active; AID 720700, 2013; in the data active = inhibition above about 9.5%
ADAM17 inh: ADAM17 inhibitors, primary screen, biochemical, QFRET | Disintegrin and metalloproteinase domain-containing protein 17 (Homo sapiens), P78536 | recombinant ADAM17, EDANS/DABCYL FRET peptide cleavage | inhibition, % at 6.95 µM | 370,000 tested, 0.83% active;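 active = inhibition above the mean of compounds lying between control limits plus 3 SD, set per campaign, cut at about 8.5% in these data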;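 note: 0% = DMSO-only wells as the low control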
ssDAF-12 act: S. stercoralis DAF-12 nuclear receptor activators, primary screen, cell-based, luminescence, HEK293, GRIP1 co-expression, lit1-tk-luc. Nuclear hormone receptor DAF-12 (Strongyloides stercoralis). HEK293 ssDAF-12/GRIP1 lit1-tk-luc reporter; % of 3 µM dafachronic acid response. activation, % at 6.8 µM. 370,000 tested, 1% active. AID 652126, 2013;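 active = activation above the mean over all tested compounds plus 3 SD, cut at about 0.9% in these data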;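 note: 0% = DMSO-only wells and 100% = 3 µM delta7-dafachronic acid wells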
hcDAF-12 act: H. contortus DAF-12 nuclear receptor activators, primary screen, cell-based, luminescence, HEK293, lit1-tk-luc reporter. HEK293 hcDAF-12 lit1-tk-luc reporter; 0% DMSO, 100% Δ7-dafachronic acid. 370,000 tested, 1.4% active. activation, % at 6.8 µM. AID 652067, 2013;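 active = activation above the mean of all tested compounds plus 3 SD, cut at about 5.5% in these data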;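 note: 100% = response to 3 µM Δ7-dafachronic acid high control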
sPLA2-III inh: human group III sPLA2 inhibitors, primary screen, biochemical, QFRET, BODIPY PC-A2 liposome substrate | QFRET BODIPY PC-A2 liposome hydrolysis, fluorescence | inhibition, % at 12.2 µM | 370,000 tested, 0.56% active | AID 743126, 2013;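 active = inhibition above mean plus 3 SD of compounds lying within the high and low control bounds, cut at about 19% in these data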;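 note: 0% = median of test compound wells and 100% = no enzyme DMSO wells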
Target sequence (Q9NZ20 whole entry, looked up): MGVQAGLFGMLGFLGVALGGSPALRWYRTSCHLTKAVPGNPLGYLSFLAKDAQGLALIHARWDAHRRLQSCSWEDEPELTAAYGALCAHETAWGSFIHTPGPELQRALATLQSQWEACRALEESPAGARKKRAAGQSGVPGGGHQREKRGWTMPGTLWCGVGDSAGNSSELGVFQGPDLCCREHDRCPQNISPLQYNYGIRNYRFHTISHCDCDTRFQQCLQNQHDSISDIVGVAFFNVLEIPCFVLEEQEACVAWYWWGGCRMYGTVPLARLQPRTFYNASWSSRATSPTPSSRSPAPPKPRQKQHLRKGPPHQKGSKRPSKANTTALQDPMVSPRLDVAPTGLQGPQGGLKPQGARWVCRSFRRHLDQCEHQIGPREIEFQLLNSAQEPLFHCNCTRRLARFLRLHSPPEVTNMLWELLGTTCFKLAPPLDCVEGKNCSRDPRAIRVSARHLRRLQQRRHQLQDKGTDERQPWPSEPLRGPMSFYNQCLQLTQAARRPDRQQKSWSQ
hgDAF12 agonist: H. glycines DAF-12 receptor agonists, primary screen, cell-based, luminescence, HEK293, GAL4 fusion, UAS-luciferase | activation, % at 6.8 µM | Nuclear hormone receptor DAF-12 (Heterodera glycines), GAL4 fusion | HEK293 GAL4-hgDAF12 UAS-luciferase reporter, agonist luminescence; normalized to butyrate control | AID 687014, 2013 | 370,000 tested, 1.8% active;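 active = activation above a cutoff set at the mean of all screened compounds plus 3 SD, cut at about 10% in these data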;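 note: 0% = DMSO wells and 100% = sodium butyrate wells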
GAA850 FXN act: FXN promoter activators, primary screen, cell-based, luciferase luminescence, HEK293 lucGAA850; activation, % at 6 µM; HEK293 lucGAA850 FXN promoter luciferase reporter, 24 h; percent of 10 µM SAHA response; 360,000 tested, 0.56% active;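 active = activation above the average of all compounds screened plus 3 SD, cutoff fixed separately per campaign, cut at about 7.5% in these data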;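 note: 0% = DMSO wells and 100% = 10 µM SAHA wells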
DAX1 inh-2: DAX1 (NR0B1) inhibitors, primary screen, cell-based, HEK293, Gal4-DAX1, luciferase luminescence. inhibition, % at 6.75 µM. AID 504766, 2011. HEK293 Gal4-DAX1 luciferase reporter. 340,000 tested, 0.99% active;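 active = inhibition above the mean over all tested compounds plus 3 SD, cut at about 4.2% in these data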;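 note: 0% = DAX1-transfected cells with DMSO and 100% = empty-vector control cells with DMSO; inhibition shows as a rise in luminescence from relieved DAX1 repression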
Target sequence (P51843 207-470 limits assumed): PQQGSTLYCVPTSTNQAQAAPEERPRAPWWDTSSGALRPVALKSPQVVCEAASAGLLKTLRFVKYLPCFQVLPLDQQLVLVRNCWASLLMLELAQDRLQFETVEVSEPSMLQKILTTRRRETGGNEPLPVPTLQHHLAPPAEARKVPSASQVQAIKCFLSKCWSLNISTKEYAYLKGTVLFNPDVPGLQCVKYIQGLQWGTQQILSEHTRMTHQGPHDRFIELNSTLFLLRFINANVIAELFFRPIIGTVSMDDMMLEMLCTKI
An asterisk follows results filed as active; nt = no result given; & = joins results of further samples; ! = not active in a repeat. Rows were taken by chance; any-hit rate near 6.9%.

#	compound	PLCb3 inh	ADAM10 inh	DAX1 inh-1	PLC-gamma1 inh	ADAM17 inh	ssDAF-12 act	hcDAF-12 act	sPLA2-III inh	hgDAF12 agonist	GAA850 FXN act	DAX1 inh-2
1	COc1cc(C2CC(=O)c3c(O)cc(O)cc3O2)ccc1O (centres undefined)	5	-11	1.6	3	1	-1.1	-2.5	-1	0.5	1.2	1.1
2	C[C@H](CO)N1C[C@H](C)[C@@H](CN(C)C(=O)Nc2ccccc2)Oc2ncc(C#CC3CCCCC3)cc2C1=O	-1	-5	-1.5	0	-3	-0.7	-1.3	-10	-0.6	2.0	-1.3
3	CCOc1ccc(S(=O)(=O)NC2CC2)cc1C(N)=O	2	3	-0.7	-3	-3	-1.1	-1.6	-1	-1.3	0.3	-0.3
4	CCN1C(=O)/C(=C\N(C)C)S/C1=N\S(=O)(=O)c1ccccc1	3	2	0.1	5	-1	-1.7	-0.5	-1	0.0	0.2	0.6
5	CCN1/C(=C\C=C2\C(=O)N(C)C(=S)N2C)Sc2ccccc21	-3	-5	-0.2	1	-3	-1.5	0.1	3	-2.1	-2.3	0.3
6	CCOc1ccc(C(=O)Nc2cc(NC(=O)c3ccc(OCC)c(Cl)c3)cc(C(=O)O)c2)cc1Cl	4	1	-0.5	2	-2	-1.2	-1.7	-1	-1.4	-0.3	-0.6
7	COc1cccc(NS(=O)(=O)c2c(C)cc(C)cc2C)c1	3	9	-0.6	0	-1	-1.1	-2.9	-43	0.5	2.7	-0.5
8	COc1ccc(NC(=O)CSc2nnnn2C)c([N+](=O)[O-])c1	0	1	-1.1	-2	-2	-1.3	0.7	0	6.5	1.3	0.1
9	CN(C)c1cccc(C(=O)N/N=C/c2ccccc2F)c1	-22	-4	8.5*	-5	-4	0.3	3.6	12	12*	-2.7	-2.3
10	O=C(Nc1ccc(Oc2ccccc2)nc1)C1CCCCN1Cc1cccc(O)c1 (centres undefined)	-11	-9	2.6	-2	0	-0.3	-0.5	-23	-0.4	-1.9	-0.1
11	COC(=O)CSc1nnc2c3c4c(sc3nc(-n3nc(C)cc3C)n12)COC(C)(C)C4	-318	-162	-0.1	-235	-57	-1.4	-1.0	-6	-0.3	-0.5	0.4
12	O=C(CNC(=O)N1CC(=O)Nc2ccccc21)Nc1nccs1	-3	3	0.0	1	1	0.3	0.1	2	1.2	0.7	1.1
13	O=c1oc(C2(O)CCCCC2)cc2ccc(/C=C/c3ccc(F)cc3)cc12	-142	-159	-0.4	-78	-36	-1.4	-1.0	-10	4.8	3.9	-2.1
14	COc1cccc(OC)c1OCCCSc1nc(C)cc(=O)[nH]1	4	-1	0.9	4	0	-1.3	-1.3	2	0.8	0.8	0.9
15	COc1ccc2c(c1)CCc1c-2nc2ccccc2c1N1CCOCC1	-15	-17	-0.6	-5	-9	0.3	1.2	5	0.3	3.2	-1.2
16	CN(C(=O)CSc1nnnn1-c1ccccc1)C1CCCCC1	3	4	0.3	1	3	-1.2	-1.2	-6	1.6	2.7	1.6
17	CCOCCCNC(=O)C(c1ccc(Cl)cc1)N1CCN(C(=O)c2ccco2)CC1 (centres undefined)	2	-13	0.0	0	-3	-1.9	-0.8	4	-0.8	-0.4	1.1
18	Cc1ccccc1NC(=S)NNC(=O)c1cccc(Br)c1	-6	-3	0.3	-1	4	-1.2	0.8	6	3.9	-0.2	-1.8
19	CCCC(=O)NC(=S)Nc1nc(-c2ccc(OC)cc2)cs1	-1	4	0.5	0	2	-0.3	3.1	23*	8.2	0.2	4.7*
20	Cc1c(NC(=O)CN2CC(C)OC(C)C2)c(=O)n(-c2ccccc2)n1C (centres undefined)	2&0	-8&-6	-1.3&-0.1	14*!	-4&-2	-1.5&-1.0	0.1&-1.1	7&4	2.6&-1.7	1.4&0.6	-0.2&-0.3
21	CCCCOCC1CN(Cc2ccccc2OC)S(=O)(=O)c2cc(Cl)ccc2O1 (centres undefined)	6	-2	-1.0	3	2	-0.2	-0.6	3	0.3	nt	nt
22	Cc1cc(C)n(CC(=O)NNC(=O)COc2ccc(Br)cc2F)n1	-4	-3	2.7	1	2	-1.4	0.8	-2	2.9	1.2	1.1
23	CCOC(=O)NC1(C(F)(F)F)C(=O)NC(C)=C1C#N (centres undefined)	0	2	0.3	0	-3	-0.5	0.2	12	-0.1	1.1	1.4
24	CCCC(=O)Nc1ccc(NC(=O)c2ccccc2)nc1	-2	-6	4.7*	2	-5	-0.1	3.1	-2	5.3	5.3	1.3
25	COCCN(C(=O)c1cc(-c2ccccc2Cl)nc2ccccc12)c1c(N)n(CC(C)C)c(=O)[nH]c1=O	-6	-6	0.2	-1	-2	-1.0	1.2	-5	4.6	0.7	0.0
26	CC(=O)Nc1ccc(S(=O)(=O)NCCC(=O)NCCCc2ccccc2)cc1	-2	-12	1.6	0	1	-1.1	-0.3	1	-2.0	2.8	-0.1
27	CC(C)=CC1C(C(=O)NCCOc2ccccc2)C1(C)C (centres undefined)	-7	-6	-0.1	3	4	-1.5	-1.3	2	-3.9	1.2	-0.9
28	Cc1ccc(S(=O)(=O)NCC2CCC(C(=O)NCCCN3CCC(C)CC3)CC2)cc1 (centres undefined)	3	-13	-0.7	4	-5	-1.0	0.1	-6	1.2	-0.3	-0.1
29	CC(NS(=O)(=O)c1cn(C)c(=O)n(C)c1=O)c1ccccc1 (centres undefined)	-8	-2	-1.2	1	-2	-1.0	0.4	-3	0.9	2.2	0.2
30	CCCN1CCN(C(=O)C2CCN(S(=O)(=O)c3ccc4c(c3)oc(=O)n4C)CC2)CC1	-4	-6	0.8	0	-5	-1.1	-1.5	6	-1.7	-1.8	-0.4
31	COC(=O)CC[C@H](/C=C/C(=O)OC(C)(C)C)Sc1ccc(C(C)(C)C)cc1	2	2	-0.9	3	2	-1.5	-0.5	7	-1.5	nt	nt
32	CCS(=O)(=O)N1Cc2ccccc2CC1C(=O)Nc1cc(S(C)(=O)=O)ccc1Cl (centres undefined)	-5	-2	-1.9	-1	1	-1.7	-4.7	-8	-1.1	-1.0	-0.8
33	O=C1NCCN(CC2CCN(CCc3ccccc3)CC2)C1=O	-3	-12	0.7	2	-5	-0.7	-1.2	2	2.5	1.0	0.9
34	Cc1cc(NC(=O)CSc2nc3ccccc3[nH]2)n(-c2ccccc2)n1	-4	6	-0.4	2	0	-1.1	-0.5	-6	1.6	-0.9	nt
35	CC(=O)NCCc1nc2ccccc2n1Cc1ccc(Cl)cc1	0	-9	0.6	2	1	-1.6	-1.5	3	-2.6	0.1	-1.8
36	O=C(Nc1ccccc1)C1CC(=O)n2c(nc3ccccc32)N1 (centres undefined)	-52	0	-0.2	1	-4	-1.6	0.1	1	0.3	0.0	2.1
37	Cc1ccc(CNC(=O)/C(C#N)=C/c2ccc(C)s2)cc1	0	1	-0.8	-1	-4	-1.3	0.7	-3	1.7	-0.4	0.3
38	CCc1ccccc1NC(=O)NC1CC2CCC(C1)N2Cc1cccs1 (centres undefined)	2	-7	0.0	1	2	-1.4	-1.0	10	-1.3	0.2	-0.2
39	Cc1ccc(-c2ccc(CN3C(C)C(=O)N(Cc4cn(CCC5OCCO5)nn4)CCS3(=O)=O)cc2)cc1 (centres undefined)	-5	-6	0.7	-4	3	-0.6	-2.4	-18	6.6	3.6	1.5
40	C[C@H]1CN([C@@H](C)CO)C(=O)CCCn2nncc2CO[C@H]1CN(C)S(=O)(=O)c1ccc(Cl)cc1	-1	0	-0.4	1	-5	-1.1	-1.9	11	0.0	2.0	-0.5
41	CCOc1ccccc1NC(=S)Nc1ccc(S(N)(=O)=O)cc1	1	-1	0.4	0	-2	-0.9	-0.2	0	2.0	1.7	0.1
42	O=C(CN(C(=O)c1csnn1)c1cccc(C(F)(F)F)c1)NC1CCCC1	-7	-5	0.1	1	-2	-1.0	-0.1	1	-0.4	1.9	0.1
43	COCCn1c(-c2ccc(OC)cc2)cnc1N	-37	-15	0.9	-27	-7	-1.4	0.1	2	1.6	2.1	-0.8
44	Nc1nnc(SCC(=O)Nc2nnc(-c3ccccc3)o2)s1	-4	-4	0.4	1	-4	-0.6	0.9	4	-1.7	1.5	0.4
45	CCOC(=O)c1[nH]c(C)c(C(=O)OCc2ccc(C)cc2)c1C	-5	7	-0.3	0	0	-1.0	1.2	-4	-0.5	-2.0	-1.6
46	N#C/C(=C\c1ccc(-c2cccc([N+](=O)[O-])c2)o1)C(=O)N1CCOCC1	2	-7	-0.6	2	-2	-0.3	0.7	0	0.9	4.0	0.5
